Compound activity as filed in PubChem BioAssay.
SMN2 splice enh = increases expression of the SMN2 splice variant; Potency, µM (highest dose often 46.1 µM), for the others: top-dose activity change, positive = activation, hits mostly activators; HEK293 SMN2-luciferase splicing reporter, luminescence, 30-36 h; AID 1458; 2.8% of 210,000 active; note: % of control where 0% means no effect; nearly all actives have a fitted effect of over 55% in size
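qHTS luciferase splicing reporter: luminescence rises when SMN2 exon 7 is included in transfected HEK293 cells. Compound exposure lasted 30-36 h at 37C, with 4.5 mM final sodium butyrate as control, followed by a ONE-Glo read.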
NPSR antagonist = blocks cAMP signaling of the human neuropeptide S receptor; Q6W5P4; CHO-NPSR cells, cAMP TR-FRET, antagonist mode; Potency, µM (titrated, usually from 38.3 µM), for the others: at the highest dose activity change, negative = inhibition, usual class: inhibitors; 1% of 220,000 active; note: % is set by controls: 0 for no effect and ±100 for the full control effect; nearly all actives have a fitted effect of over 50% in size; many of its hits are not listed in these tables
Target sequence (Q6W5P4 whole entry, looked up): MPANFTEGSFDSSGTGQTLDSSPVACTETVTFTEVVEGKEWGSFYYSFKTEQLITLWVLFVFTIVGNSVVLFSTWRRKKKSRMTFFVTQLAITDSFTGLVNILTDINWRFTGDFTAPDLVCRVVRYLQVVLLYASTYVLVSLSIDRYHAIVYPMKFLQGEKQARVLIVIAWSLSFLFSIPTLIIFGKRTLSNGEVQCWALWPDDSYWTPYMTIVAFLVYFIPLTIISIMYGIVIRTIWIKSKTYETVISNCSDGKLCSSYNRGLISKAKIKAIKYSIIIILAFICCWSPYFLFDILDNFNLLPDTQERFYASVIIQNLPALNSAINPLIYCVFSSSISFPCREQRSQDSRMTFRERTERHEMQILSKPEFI
RECQ1 helicase = RECQ1 (human) helicase inhibition; RECQ1 DNA unwinding, red fluorescence kinetic read; Potency, µM (titrated, usually from 57.3 µM), inactives show top-dose activity, negative = inhibition, most hits filed as inhibitors; 0.54% of 240,000 active; P46063;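 note: plate controls were vehicle for no effect and no enzyme for full effect; nearly all actives have a fitted effect of over 30% in size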
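RECQ1T1 50 nM; forked duplex (20 bp + 30-nt ss tails) 200 nM, ATP 2 mM final; pH 8.0, 2 mM MgCl2, 2.5 ug/ml poly(dI-dC); 15 min compound preincubation; discontinuous kinetic read over 2 h at RT.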
IMPase Li inh = cell-permeable IMPase inhibitors with lithium potentiation; Potency, µM (top dose mostly 59.4 µM), for the others: at the top dose activity, negative = IMPase inhibition, most hits filed as inhibitors; CHO-M1 cells, IP1 TR-FRET (IP-One), carbachol + lithium; 0.35% of 210,000 active; AID 1457;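 note: IP1 builds up when IMPase is blocked and the TR-FRET signal falls; plate controls were basal vehicle for no effect and high inhibitor control for full effect; nearly all actives have a fitted effect of over 50% in size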
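CHO cells stably expressing M1 receptor (2000/well, cultured 16–30 h) treated 30 min at 37C with compound plus low lithium. Cytosolic IP1 by TR-FRET (665/620 ratio and 620 channel) after 10 min lysis; AC50 by Hill fit.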
JMJD2E inh = inhibitors of human JMJD2E histone demethylase | JMJD2E catalytic domain, FDH-coupled NADH fluorescence (FDH is formaldehyde dehydrogenase) | Potency, µM (top dose mostly 57.1 µM), inactives show top-dose activity change, negative = inhibition, hits mostly inhibitors | 1.6% of 230,000 active | AID 2147; active = well fitted inhibition curve with a large enough effect, not every such curve was filed as active; inconclusive = small, poorly fitted or top-dose-only effect, or another doubt; inactive = no such curve, though single readings can be large or run the other way;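 note: 0% = wells with enzyme and -100% = buffer wells without enzyme; nearly all actives have a fitted effect of over 50% in size; many of its hits are not listed in these tables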
Target sequence (B2RXH2 1-337 limits assumed): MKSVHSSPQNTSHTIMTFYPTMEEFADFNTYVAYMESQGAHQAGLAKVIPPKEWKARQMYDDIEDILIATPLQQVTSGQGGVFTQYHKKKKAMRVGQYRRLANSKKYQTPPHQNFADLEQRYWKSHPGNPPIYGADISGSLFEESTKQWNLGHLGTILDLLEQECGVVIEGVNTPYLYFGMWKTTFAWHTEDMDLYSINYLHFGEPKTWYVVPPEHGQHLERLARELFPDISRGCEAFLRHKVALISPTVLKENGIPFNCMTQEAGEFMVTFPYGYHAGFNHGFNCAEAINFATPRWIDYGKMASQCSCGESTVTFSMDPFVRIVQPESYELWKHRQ
Epigenetic derep = regulators of epigenetic silencing causing reporter derepression in mouse cells. murine LDR cells, GFP reporter derepression, 30 h. Potency, µM (doses to about 53.9 µM), without a hit: at the highest dose GFP activation, actives largely listed as activators. 0.2% of 280,000 active; note: % of control where 0% means no effect; nearly all actives have a fitted effect of over 60% in size
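GFP-positive cell count by laser-scanning cytometry (objects 20–120 um) after 30 h, 37 C compound exposure of murine LDR cells; reporter is CMV-GFP integrated at a silenced locus, inducible by HDAC or DNMT inhibitors.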
Luc counter = counter-screen: inhibitors of Kinase-Glo firefly luciferase | Kinase-Glo luciferase, ATP luminescence, 8 min | Potency, µM (titrated, usually from 38.3 µM), without a hit: at the highest dose activity change, negative = inhibition, most hits filed as inhibitors | 0.28% of 200,000 active; note: % is set by controls: 0 for no effect and ±100 for the full control effect; nearly all actives have a fitted effect of over 60% in size
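Luminescence was the read-out, taken after 8-minute incubation at ambient temperature. Luciferase turned over luciferin with 10 uM ATP in imidazole pH 7.2 buffer containing KCl, MgCl2, Tween 20 and BSA.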
RGS12 GoLoco inh = inhibitors of human Gai1-RGS12 GoLoco interaction (red fluorophore); P63096; Gai1:RGS12 GoLoco peptide FP, rhodamine, 10 min; Potency, µM (doses to about 61.6 µM), for inactives: at the top dose activity, negative = inhibition, actives largely listed as inhibitors; 0.44% of 230,000 active; AID 880; active = well fitted inhibition curve with a large enough effect, not every such curve was filed as active; inactive = no such curve, though single readings can be large or run the other way; note: % is set by controls: 0 for no effect and ±100 for the full control effect; nearly all actives have a fitted effect of over 30% in size; many of its hits are not listed in these tables
Target sequence (P63096 whole entry, looked up): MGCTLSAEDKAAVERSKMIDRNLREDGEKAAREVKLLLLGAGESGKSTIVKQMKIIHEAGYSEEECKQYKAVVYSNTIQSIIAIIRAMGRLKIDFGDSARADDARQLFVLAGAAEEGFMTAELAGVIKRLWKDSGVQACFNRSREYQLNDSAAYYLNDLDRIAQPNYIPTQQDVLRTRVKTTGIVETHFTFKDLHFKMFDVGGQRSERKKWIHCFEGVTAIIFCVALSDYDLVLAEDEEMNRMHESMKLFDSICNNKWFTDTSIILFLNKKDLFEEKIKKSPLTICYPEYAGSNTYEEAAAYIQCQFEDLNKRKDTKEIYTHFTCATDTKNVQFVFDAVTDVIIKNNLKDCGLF
* = called active by the depositor; i = inactive; ? = inconclusive; . = no result given; [ ] = remark or other dose. Unless noted, calls come from the whole dose curve; as a rule, active = well fitted curve in the direction sought with a large enough effect; inconclusive = small, poorly fitted or top-dose-only effect, or another doubt; inactive = no such curve, though single readings can be large; an effect the other way counts as inactive or inconclusive. Potency is the fitted concentration of half-maximal effect. A portion of the library; count on the stated rates, not on these rows.

Molecule	SMN2 splice enh	NPSR antagonist	RECQ1 helicase	IMPase Li inh	JMJD2E inh	Epigenetic derep	Luc counter	RGS12 GoLoco inh
CC(/C=C/c1ccccc1F)=N\NC(=O)C(C)C	?	-10%	-5%	0%	4%	-6.3%	1%	6%
COc1ccc(NC(=O)CSc2nc3c(c(=O)n2-c2ccccc2)SCC3)c(OC)c1	18%	-17%[46.1 µM]	0%	22%[38.3 µM]	2%	0.0%	2%	2%
Cc1cc(C)cc(OCC(=O)N2Cc3ccccc3CC2C(=O)O)c1 (stereo unspecified)	4%	8%	-4%	0%	-4%	-1.6%	1%	9%
O=c1c(Cl)c(NCc2ccccc2)cnn1C12CC3CC(CC(C3)C1)C2	.	-23%	0%	-5%	-2%	-1.1%	-3%	-5%
N#Cc1nnn(Cc2ccccc2)c1N	2%	18%	-14%	-15%	-1%	2.7%	-2%	-5%
CCNc1oc(-c2cccc3ccccc23)nc1C#N	-4%	-6%[46.1 µM]	8%	?	?	-0.7%	1%	1%
COc1ccc(OCCSc2nc(-c3ccccc3)cc(=O)[nH]2)cc1	-13%	16%	-3%	-11%	-21%	-3.5%	10%	2%
COc1cccc(-n2c(C)cc(/C=C3/C(=N)N4C(=NC3=O)SN=C4S(C)(=O)=O)c2C)c1	20%	-54%	-12%	6%	?	3.8%	1%	27%
COc1ccccc1NC(=O)CSc1nnc2ccc(-c3cccnc3)nn12	13%	3%	4%	-9%	-9%	4.6%	0%	9%
Cn1cc(CCC(=O)N2CCCC(CCC(=O)NCc3ccccc3F)C2)cn1 (stereo unspecified)	10%	15%	i	4%	0%	5.9%	-1%	10%
NS(=O)(=O)c1ccc(CCNC(=O)COC(=O)CCc2ccccc2)cc1	5%	7%	i	-3%	6%	1.1%	2%	-7%
COC(=O)C1C(c2ccc(OC)c(OC)c2)NC(c2ccc(OC)c(OC)c2)C(C(=O)OC)S1(=O)=O (stereo unspecified)	-82%[inhibitor]	9%[46.1 µM]	6%	10%	-2%	0.0%	10%	-25%

Molecules listed so far containing two or more sulfur atoms (2):
Molecule	SMN2 splice enh	NPSR antagonist	RECQ1 helicase	IMPase Li inh	JMJD2E inh	Epigenetic derep	Luc counter	RGS12 GoLoco inh
COc1ccc(NC(=O)CSc2nc3c(c(=O)n2-c2ccccc2)SCC3)c(OC)c1	18%	-17%[46.1 µM]	0%	22%[38.3 µM]	2%	0.0%	2%	2%
COc1cccc(-n2c(C)cc(/C=C3/C(=N)N4C(=NC3=O)SN=C4S(C)(=O)=O)c2C)c1	20%	-54%	-12%	6%	?	3.8%	1%	27%

(list continues)
Molecule	SMN2 splice enh	NPSR antagonist	RECQ1 helicase	IMPase Li inh	JMJD2E inh	Epigenetic derep	Luc counter	RGS12 GoLoco inh
O=C(NCC1CCCO1)/C(=C/c1ccccc1)NC(=O)c1ccccc1 (stereo unspecified)	0%	13%	2%	-11%	1%	1.6%	2%	3%
CCCOc1ccc(N2C(=O)CC(SCc3nc4ccccc4[nH]3)C2=O)cc1 (stereo unspecified)	.	-2%	i	1%	3%	-0.3%	0%	7%
O=C(CN1CCN(c2nc(-c3ccccc3)cs2)CC1)NNC(=O)c1ccco1	-3%	11%	-3%	10%	-2%	2.2%	3%	10%
O=C(/N=C1/c2ccccc2CN1c1ccccc1)Nc1ccccc1	-2%	-4%	-5%	15%	0%	?	-1%	-4%
COc1ccc2c(CC#N)c[nH]c2c1	11%	-4%[46.1 µM]	i	10%[38.3 µM]	2%	0.0%	-2%	-7%
Fc1ccccc1NC(=S)N1CCC(c2ccccc2)C1 (stereo unspecified)	79%	-12%	-8%	-1%	3%	-1.1%	-2%	-7%
Cc1ccc(S(=O)(=O)N2CCOC2CNC(=O)C(=O)NCCc2c[nH]c3ccccc23)cc1 (stereo unspecified)	-39%[inhibitor]	10%	-2%	13%	-3%	-3.0%	2%	15%
CS(=O)(=O)Nc1ccc(C(=O)NCc2cccnc2)cc1	16%	-8%[46.1 µM]	-2%	23%[38.3 µM]	9%	-1.0%	0%	-9%
Cc1ccc(Nc2c(-c3ccccn3)nc3ccc(C)cn23)cc1	-87%[inhibitor]	10µM*	-13%	19%	4%	-4.6%	-1%	7%
CN(C)[C@@H]1C(=O)C(C(N)=O)=C(O)[C@@]2(O)C(=O)C3=C(O)c4c(O)ccc(Cl)c4[C@@H](O)[C@H]3C[C@@H]12	-30%	-19%	-1%	4µM*	5%	3.8%	-1%	-18%
CC(O)c1nc2ccccc2n1Cc1ccc([N+](=O)[O-])cc1 (stereo unspecified)	-3%	7%	-4%	3%	2%	1.3%	11%	2%
COc1cccc(C2/C(=C(/O)c3ccccc3)C(=O)C(=O)N2CCCC(=O)O)c1 (stereo unspecified)	10%	-1%[46.1 µM]	-4%	-5%[38.3 µM]	-12%	0.2%	-1%	-10%
COc1ccc(OCCC(=O)NC2CCCCC2)cc1	9%	2%	i	1%	-4%	-0.4%	-2%	-2%
Cc1ccc(C(=O)N2CC(C)SC2=Nc2cccc(S(=O)(=O)N(C)C)c2)cc1 (stereo unspecified)	-7%	0%	0%	9%	2%	-1.0%	4%	-2%
CCOc1ccc(S(=O)(=O)N2CCCC2)cc1	-8%	-3%[46.1 µM]	i	15%[38.3 µM]	-1%	-1.0%	-4%	14%
Cc1[nH]nc(-c2ccc(O)c(C)c2O)c1-c1cnn(-c2ccccc2)c1	.	-20%[46.1 µM]	-3%	42%[activator][38.3 µM]	-7%	0.0%	-4%	3%
NC1=NC(=Nc2cccc(S(N)(=O)=O)c2)c2ccccc21	.	-16%	20%	.	4%	0.0%	.	-1%
COc1cc2c(cc1NC(=O)Nc1ccccc1)oc1ccccc12	-36%[inhibitor]	-25%[46.1 µM]	-8%	4%[38.3 µM]	?	0.0%	0%	5%
COc1cc(CN(C2CCCCC2C)S(=O)(=O)c2ccc(S(=O)(=O)NC3CC3)cc2)cc(OC)c1OC (stereo unspecified)	-16%	-21%	-15%	20%	-3%	-0.1%	-1%	3%
Cc1occc1-c1nnc(SCc2cc(=O)n3cc(Br)ccc3n2)n1C	-2%	6%[46.1 µM]	-15%	-18%[38.3 µM]	?	-0.8%	-1%	3%
CCN1C(=O)NC(c2cc(Br)ccc2OC)C(C(=O)OC)=C1C (stereo unspecified)	2%	-10%[46.1 µM]	i	4%	-5%	0.8%	1%	8%
CCOC(=O)C1CCCN(c2oc(-c3ccc(F)cc3)nc2C#N)C1 (stereo unspecified)	1%	-17%	i	10%	?	-1.9%	4%	9%
O=C(Nc1ccc2c(c1)OCCO2)c1ccccn1	1.3µM*	-2%	-8%	-4%	-2%	-2.6%	13µM*	-3%
COC(=O)c1ccc(-n2cnc3ccccc32)nc1	4%	0%	-3%	20%	-9%	-1.2%	5%	-3%
Fc1ccccc1COc1ccc(/C=N/n2cnnc2)cc1	-10%	-7%[46.1 µM]	-9%	1%[38.3 µM]	-2%	-2.6%	-2%	-10%
Cc1ccc(S(=O)(=O)N(C)C)cc1NC(=O)/C=C/c1cccs1	-17%	-3%	i	5%	8%	-1.8%	0%	5%
C#Cc1ccc(C(=O)NCc2ccc(N3CCCC3=O)cc2)cc1	-32%[inhibitor]	7%	-9%	3%	-5%	-0.3%	3%	19%
COc1ccc(CN(CC(=O)NCc2ccco2)C(=O)CCC(=O)Nc2ccccn2)cc1	9%	-7%[46.1 µM]	-3%	2%[38.3 µM]	-6%	-2.1%	0%	-12%
Cc1ccc(OCc2nnnn2-c2ccccc2)cc1	.	7%[46.1 µM]	2%	.	-4%	-0.9%	.	.
O=C1CN2C(=Nc3ccc(Br)cc3C2c2ccccc2)CCN1 (stereo unspecified)	-15%	-4%[46.1 µM]	5%	-17%[38.3 µM]	0%	1.1%	-6%	11%
CC(C)NC(=O)Cn1c(SCC(=O)N2c3ccccc3CC2C)nc2ccccc21 (stereo unspecified)	-7%	-19%[46.1 µM]	8%	0%[38.3 µM]	3%	-0.7%	2%	0%
CC(C)COc1nc2c(c(=O)n(C)c(=O)n2C)n1C	.	-4%[7.67 µM]	i	.	4%	1.4%	.	-6%
N#CCC(CNc1ncc(C(F)(F)F)cc1Cl)OC(=O)c1ccc(Cl)cc1Cl (stereo unspecified)	37%	?	-8%	-1%	4%	-0.9%	9%	-2%
Fc1ccc(NC(=S)NCCc2ccccc2)c(F)c1F	14%	-16%[46.1 µM]	-6%	32%[activator][38.3 µM]	-2%	2.0%	1%	1%
COc1ccc(/C=N/NC(=O)C(=O)/C=C2\NC3(CCCC3)Cc3ccccc32)cc1	-15%	-39%	-3%	12%	-9%	-1.0%	6%	3%
CC(C)CCNC(=O)C1CCN(S(=O)(=O)c2ccc3c(c2)CCC(=O)N3)CC1	-10%	3%[46.1 µM]	-4%	-12%[38.3 µM]	5%	1.0%	4%	6%
OCCC1CN(Cc2cccc3nccnc23)CCN1Cc1ccc(F)cc1 (stereo unspecified)	.	42%	-13%	.	0%	1.2%	.	4%
O=C(/C=C/c1ccc2c(c1)OCO2)Nc1nc2ccc(F)cc2s1	.	-2%	i	.	-23%	-0.1%	.	0%
CCOc1cc(S(=O)(=O)N2CCC(Cc3ccccc3)CC2)c(OCC)cc1-n1cnnn1	2%	-16%[46.1 µM]	i	24%[38.3 µM]	?	-1.0%	-2%	3%
COc1ccc(C2c3cc(OC)c(OC)cc3CCN2C2CC(=O)N(c3ccccc3)C2=O)cc1OC (stereo unspecified)	-4%	-14%[46.1 µM]	i	37%[activator][38.3 µM]	0%	-0.3%	1%	-7%
O=C(Nc1ccc(F)cc1)Nc1ccc([N+](=O)[O-])cn1	5%	9%	i	-5%	5%	-0.3%	-2%	-3%
CCCCCCCC(=O)NN1CCOCC1	5%	0%[46.1 µM]	i	12%[38.3 µM]	3%	-1.1%	0%	9%
